STK33 kinase inh – inhibitors of purified STK33 kinase, primary screen, biochemical, ADP-Glo luminescence, homogeneous, cell-free. Serine/threonine-protein kinase 33 (Homo sapiens), Q9BYT3. MBP phosphorylation. inhibition, % at 10 µM. actives 0.073% (n = 320,000);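 active = inhibition at or above 25%, using the most active replicate where run in duplicate; inactive = inhibition below 25%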
Target sequence (Q9BYT3 whole entry, looked up): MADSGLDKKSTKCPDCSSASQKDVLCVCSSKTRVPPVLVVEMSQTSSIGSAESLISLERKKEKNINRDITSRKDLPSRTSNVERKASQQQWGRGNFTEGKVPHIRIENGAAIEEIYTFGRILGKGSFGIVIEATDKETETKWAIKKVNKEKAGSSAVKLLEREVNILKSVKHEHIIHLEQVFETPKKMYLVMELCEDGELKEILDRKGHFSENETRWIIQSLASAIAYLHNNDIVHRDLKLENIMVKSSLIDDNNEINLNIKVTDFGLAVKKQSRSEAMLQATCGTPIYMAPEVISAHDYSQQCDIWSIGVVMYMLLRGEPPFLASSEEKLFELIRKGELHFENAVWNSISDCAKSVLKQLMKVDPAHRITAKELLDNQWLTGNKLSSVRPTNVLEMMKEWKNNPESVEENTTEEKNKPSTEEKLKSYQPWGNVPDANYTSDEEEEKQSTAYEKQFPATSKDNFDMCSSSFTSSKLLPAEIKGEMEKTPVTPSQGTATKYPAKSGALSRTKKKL
Kir21 inh – inhibitors of mouse Kir2.1 inward-rectifier potassium channel | Inward rectifier potassium channel 2 (Mus musculus), P35561 | HEK293-Kir2.1, FluxOR thallium flux fluorescence; hits give low values | B-score at 10 µM | actives 0.85% (n = 310,000);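 active = fluorescence ratio B-score at or below minus 3 SD of library scores, with starting-brightness B-score within 2 SD, cut at about -4.2 in these data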;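 note: channel flux triggered by added potassium and thallium sulfate stimulus; B-score of peak minus minimum fluorescence over baseline after thallium stimulus; more negative B-score means stronger Kir2.1 block with less thallium influx; some compounds called inactive have numbers as strong as hits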
Target sequence (P35561 whole entry, looked up): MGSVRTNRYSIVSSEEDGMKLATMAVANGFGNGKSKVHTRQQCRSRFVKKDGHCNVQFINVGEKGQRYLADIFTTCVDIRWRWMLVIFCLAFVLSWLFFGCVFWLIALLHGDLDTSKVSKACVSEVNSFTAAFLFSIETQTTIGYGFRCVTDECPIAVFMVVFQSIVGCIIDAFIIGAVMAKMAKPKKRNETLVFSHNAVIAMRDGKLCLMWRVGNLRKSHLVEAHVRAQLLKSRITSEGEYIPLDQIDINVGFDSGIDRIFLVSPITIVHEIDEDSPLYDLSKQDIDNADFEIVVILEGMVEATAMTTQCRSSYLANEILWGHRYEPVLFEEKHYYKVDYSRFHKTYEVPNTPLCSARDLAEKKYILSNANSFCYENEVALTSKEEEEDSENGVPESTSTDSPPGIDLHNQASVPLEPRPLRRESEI
Numbers without * were called inactive; · = not tested or not shown.

entry	structure	STK33 kinase inh	Kir21 inh
1	Cc1c(C(=O)N(CCc2ccccc2)Cc2ccccc2)cccc1[N+](=O)[O-]	-1.4	1.38
2	Cc1ccc(C(=O)Nc2cccc(C(O)c3ccccc3)c2)cc1 (stereo not given)	-2.7	-0.05
3	CCOc1ccc(-c2nn3c(-c4ccc(F)cc4)nnc3s2)cc1	-2.6	-0.16
4	CC1/C(=N/O)C(CN(C)C)C2CC1C2(C)C (stereo not given)	-1.7	1.5
5	Cc1cc(C(=O)N/N=C/c2ccc(O)c(O)c2O)c(C)n1-c1ccccc1	·	-3.19
6	CN1C(=O)C2(OCC(CO)([N+](=O)[O-])CO2)c2ccccc21 (stereo not given)	-0.7	-1.21
7	CC1CN=C(N(Cc2ccccc2)C(=O)Nc2ccccc2)S1 (stereo not given)	0.2	0.67
8	COc1ccc(CNC(=O)CN2C(=O)NC(C)(c3cccc(Br)c3)C2=O)cc1 (stereo not given)	-0.3	-0.7
9	CCOC(=O)Cn1cc(/C=N/NC(=O)CC#N)c2ccccc21	-0.8	1.35
10	O=C(/C=C/c1cccc(F)c1)Nc1ccc(S(=O)(=O)Nc2ncccn2)cc1	0.8	-2.02
11	O=C(NCc1cccc(Br)c1)C1CC(c2cc(C(F)(F)F)cc(C(F)(F)F)c2)=NO1 (stereo not given)	-0.9	0.27
12	CCn1ncc2c1C(=O)NC1c3ccccc3C(=O)N21 (stereo not given)	1.2	1.68
13	COC(=O)c1ccc(C(=O)OC)c(NC(=O)C2CC2)c1	-1.1	-0.05
14	Cc1ccc(CN2CCC(n3nccc3NC(=O)c3ccccc3C)CC2)o1	5.2	-0.83
15	Cn1cccc1C(=O)OCc1ccc(C(C)(C)C)cc1	0.9	-0.66

(next part)
entry	structure	STK33 kinase inh	Kir21 inh
16	CC(=O)Nc1ccc(NC(=O)CCCN2C(=O)c3ccccc3C2=O)cc1	-1.0	0.58
17	O=C(NCCCN1CCCC1=O)NC12CC3CC(CC(C3)C1)C2	-2.2	2.06
18	Cc1cc(S(=O)(=O)NCC(c2ccc(F)cc2)N2CCN(C)CC2)ccc1F (stereo not given)	-0.5	-0.13
19	Cc1cc(C)n(C(=O)c2cc([N+](=O)[O-])cc([N+](=O)[O-])c2)n1	0.2	-1.38
20	COc1ccc(-c2ocnc2C(=O)N2CCN(Cc3cccnc3)CC2)cc1	-1.4	0.42
21	COc1ccccc1NC(=O)CN1CCN(C2c3ccccc3-c3ccccc32)CC1	-3.6	-0.02
22	CCCCc1cc(=O)oc2cc(C)cc(OC(C)C(=O)O)c12 (stereo not given)	-2.2	-0.89
23	Cc1c(/C=C(\C#N)C(=O)NCc2ccccc2)cc(C#N)n1C	-0.2	0.17
24	Cc1nc2ccccc2nc(C)c1=NOCc1ccccc1Cl	0.2	-0.41
25	Cc1ccc(-c2nnnn2-c2ccc(C)cc2)cc1	-0.8	-0.01
26	Cc1ccccc1C(=O)N1CCC(C(=O)NC2CCCCC2)CC1	3.4	-1.2
27	CCCc1cc(C(=O)N2CCN(c3ccc(C(F)(F)F)cn3)CC2)sc1C	-0.8	0.54
28	CN(C)c1ccc(C#Cc2ccc3cc(CCCO)oc(=O)c3c2)cc1	-0.8	·
29	Cc1c(Cl)c([N+](=O)[O-])nn1CC(=O)Nc1c(C)n(C)n(-c2ccccc2)c1=O	0.0	-1.76
30	C/C(CC(=O)Nc1ccc(N(C)C)cc1)=N\NC(=O)c1ccc([N+](=O)[O-])cc1Cl	-1.4	0.34

Further entries follow.
entry	structure	STK33 kinase inh	Kir21 inh
31	Cc1cc(S(=O)(=O)N2CCN(c3ncccn3)CC2)ccc1-n1cnnn1	-0.6	0.56
32	O=C(O)CCN1C(=O)C2C3c4ccccc4C(c4ccccc43)[C@@H]2C1=O (stereo not given in full)	-0.5	-0.59
33	CNc1nc(Nc2ccccc2)nc(OCC(F)(F)F)n1	-0.1	1.34
34	CC1CC(C)CN(CCCNC(=O)Cc2c(C(=O)O)[nH]c3ccccc23)C1 (stereo not given)	-0.8	0.89
35	COc1ccc(S(=O)(=O)N2CCN(CC(=O)Nc3ccccc3Cl)CC2)cc1	-1.6	2.09
36	COC(c1ccccc1)c1nnc(CCC(=O)NCCc2ccc(Cl)cc2)o1 (stereo not given)	-1.2	-0.05
37	Cc1cccc(NC(=O)c2ccc3c(c2)OCCO3)c1	·	3.24
38	CNc1nc(N)c([N+](=O)[O-])c(NCCO)n1	0.8	0.59
39	COc1cccc(/C=N/NC(=O)C(=O)N2CCCC2)c1O	-0.5	0.08
40	Cc1c(Cl)cccc1NC(=O)CCCCCN1C(=O)CCC1=O	0.1	-0.56
41	COc1cc(C=O)ccc1OCC(=O)Nc1ccc2c(c1)OCO2	0.8	1.18
42	O=C(c1cccc(S(=O)(=O)Nc2ccccc2Cl)c1)N1CCN(C(=O)c2ccco2)CC1	-2.6	-0.57
43	O=C(COC(=O)CNC(=O)c1ccccc1)Nc1ccc(S(=O)(=O)N2CCCC2)cc1	-0.9	-2.51
44	COc1cccc(Cl)c1NC(=O)N1CCN(c2ccnc3cc(Cl)ccc23)CC1	1.0	-0.59
45	CC(=O)Nc1cccc(OCC(=O)Nc2ccccc2)c1	-0.8	1.05

Following part
entry	structure	STK33 kinase inh	Kir21 inh
46	N#CC12COC3(CCCCC3C1(C#N)C#N)OC2=N (stereo not given)	-1.3	0.01
47	CCS(=O)(=O)N1CCN(c2ccc(C(=O)NC3C4CC5CC(C4)CC3C5)cc2[N+](=O)[O-])CC1 (stereo not given)	-1.1	-0.03
48	CC(C)C[C@@H]1NC(=O)[C@H](CO)NC(=O)c2cc([N+](=O)[O-])cc(I)c2OCC[C@@H](C(N)=O)NC1=O	0.2	·
49	Cc1nn(C)c(C(=O)N/N=C/c2cccnc2)c1Cl	-1.2	0
50	Cc1onc(-c2ccccc2)c1C(=O)N1CCN(c2ccc([N+](=O)[O-])cc2)CC1	-0.3	-1.07
51	Cc1cc(=O)[nH]c(SCC(=O)Nc2nnc(CC(C)C)s2)n1	2.2	-0.11
52	Cn1cc(CN2CCC(C(O)c3cccs3)CC2)c(-c2cccc(Cl)c2)n1 (stereo not given)	0.4	-1.86
53	COc1ccccc1-c1ccc2nnc(SCC(=O)N3CCCC3)n2n1	-1.4	0.01
54	CCCc1nc(SCc2ccc(Cl)cc2Cl)n[nH]1	-4.2	-0.06
55	CCOc1ccccc1NC(=O)NCc1cccnc1	-1.3	1.05
56	CCCCCc1nnc(NC(=O)c2ccc3nc[nH]c3c2)s1	-0.5	·
57	O=C(CSc1nnnn1-c1ccccc1)Nc1ccccc1	-0.5	2.07
58	Cc1ccc(N2C(=O)[C@@H]3[C@H](C2=O)[C@H]2C=C(C(=O)c4ccccc4)C=CN2[C@@H]3C(=O)c2ccc(Cl)cc2)cc1	-0.4	-0.29
59	O=C(Nc1nccs1)c1ccc2c(c1)OCO2	-0.6	0.66
60	CC(=O)Nc1c(I)c(C(=O)N[C@H]2C(O)O[C@H](CO)[C@@H](O)[C@@H]2O)c(I)c(N(C)C(C)=O)c1I (stereo not given in full)	0.0	·

Next part (seven carried over from the part before).
entry	structure	STK33 kinase inh	Kir21 inh
54	CCCc1nc(SCc2ccc(Cl)cc2Cl)n[nH]1	-4.2	-0.06
55	CCOc1ccccc1NC(=O)NCc1cccnc1	-1.3	1.05
56	CCCCCc1nnc(NC(=O)c2ccc3nc[nH]c3c2)s1	-0.5	·
57	O=C(CSc1nnnn1-c1ccccc1)Nc1ccccc1	-0.5	2.07
58	Cc1ccc(N2C(=O)[C@@H]3[C@H](C2=O)[C@H]2C=C(C(=O)c4ccccc4)C=CN2[C@@H]3C(=O)c2ccc(Cl)cc2)cc1	-0.4	-0.29
59	O=C(Nc1nccs1)c1ccc2c(c1)OCO2	-0.6	0.66
60	CC(=O)Nc1c(I)c(C(=O)N[C@H]2C(O)O[C@H](CO)[C@@H](O)[C@@H]2O)c(I)c(N(C)C(C)=O)c1I (stereo not given in full)	0.0	·
61	O=C1CCCC(=O)C1=C1SCCCS1	0.5	0.56
62	CCCC[C@H](CN[C@@H](CNC)[C@H](C)CC)NCCC12CCC(CC1)C2	-0.1	-3.52
63	CC(C)C(=O)Nc1cccc(NC(=O)c2cc3ccccc3o2)c1	2.7	-0.02
64	COc1ccc(C(=O)NCCCNC(=O)c2ccc(C)nc2)cc1	-1.5	-0.61
65	O=C(Nc1c(Cl)cccc1Cl)c1ccc(-c2ccccc2)cc1	0.0	-1.29
66	CS(=O)(=O)N1CCC(C(=O)N2CCN(C(c3ccccc3)c3ccccc3)CC2)CC1	-0.5	0.12
67	O=C(Nc1ccc2nc(-c3cccs3)[nH]c2c1)c1ccco1	-0.3	1.71
68	CCN(CC)CCNC(=O)c1ccc2c(c1)NC(=O)c1ccccc1S2	-0.1	-1.74
69	Cc1ccc(C(=O)OCC(=O)Nc2ccc3[nH]c(=O)[nH]c3c2)cc1S(=O)(=O)N1CCOCC1	-1.2	0.82
70	CC(=O)N/C(=C\c1ccccc1)C(=O)Nc1ccccc1C	0.7	0.87
71	COCCn1c(C)nnc1SCC(=O)NNC(=O)c1ccc(Cl)cc1	-1.6	1.34
72	N#Cc1cc([N+](=O)[O-])ccc1NCC1CCCO1 (stereo not given)	-1.0	-1
73	COc1ccc(N(CC(=O)N2CCc3ccccc32)S(=O)(=O)c2c(C)noc2C)cc1	-0.8	0.02
74	COc1cc(/C=N/NC(=O)c2cncc(Br)c2)cc([N+](=O)[O-])c1O	0.4	-1.26
75	CCOc1ccc2nc(NC(=O)C3CCN(c4cnccn4)CC3)sc2c1	1.7	0.71

(list continues)
entry	structure	STK33 kinase inh	Kir21 inh
76	COC(=O)CNC(=O)C1(C)C=CCN1C(=O)c1ccccc1 (stereo not given)	0.8	0.04
77	CC1(C)Cc2c(cnn2-c2cccc(F)c2)C(NC(=O)c2ccc[n+]([O-])c2)C1 (stereo not given)	0.1	-0.21
78	Cc1ccc2nc(-c3cccnc3)cc(C(=O)N3CCN(c4ccc([N+](=O)[O-])cc4)CC3)c2c1	0.2	0.52
79	O=C(Nc1c(C(=O)NCc2ccco2)cnn1-c1ccccc1)c1ccc(F)cc1	-0.4	0.74
80	O=C(Nc1nnc(-c2ccccc2)o1)c1cc(-c2cccs2)nc2ccccc12	0.5	0.01
81	CCOCCCNC(=O)Cc1cc(=O)[nH]c(=O)[nH]1	-0.1	1.27
82	CCOC(=O)c1ccc(N2C(=O)c3n[nH]c(C)c3C2c2ccc(OC)c(OC)c2)cc1 (stereo not given)	1.1	-0.02
83	Cn1ccnc1SCc1nc2c(cnn2-c2ccccc2)c(=O)[nH]1	-0.7	1.48
84	CCOC(=O)Cc1c(C)c2c(C)[nH]nc2oc1=O	-1.3	0.5
85	CCc1ccccc1NNC(=O)CCc1ccccc1	-0.3	0.11
86	CC(=O)C1=NN(c2ccccc2)C(c2cccs2)N1c1ccc(N(C)C)cc1 (stereo not given)	-1.1	-0.25
87	CN1CCc2c(sc3c2C(=O)NC(/C=C\c2ccccc2)N3)C1 (stereo not given)	2.4	0.59
88	Cn1c(=O)c2c(nc(SCC(=O)NCC3CCCO3)n2Cc2ccc(F)cc2)n(C)c1=O (stereo not given)	-0.8	0.25
89	COc1ccc(C(C(=O)NC2CCCC2)N(CCN(C)C)C(=O)c2snc(C(N)=O)c2N)cc1 (stereo not given)	-0.3	1.21
90	Cc1cccc(COc2ccc(/C(O)=C3\C(=O)C(=O)N(CCN(C)C)C3c3ccncc3)cc2)c1 (stereo not given)	0.4	-1.07

(further entries)
entry	structure	STK33 kinase inh	Kir21 inh
91	N#Cc1cccc(Nc2c3c(nc4ccccc24)CCCC3)c1	-0.2	-0.49
92	O=C(O)CCn1nnc2ccccc21	-0.7	-2.14
93	CCOc1ccccc1NC(=S)N1CCC(c2nc3ccccc3o2)CC1	0.3	-0.72
94	CC(=O)Oc1ccc2oc(/C=C/N(C)C)c([N+](=O)[O-])c2c1	-0.1	0.79
95	Cn1nc(C(=O)N2CCc3ccccc3C2)c2ccccc2c1=O	-0.7	1.59
96	CS(=O)(=O)N(CC(=O)NCCSCc1ccccc1)c1ccccc1Cl	1.2	0.86
97	NC(=O)CC(NC(=O)Cc1ccc(Cl)cc1)c1ccc(NCCN2CCOCC2)c([N+](=O)[O-])c1 (stereo not given)	0.0	1.4
98	Cc1nc2nc(C)c(NS(=O)(=O)c3ccc(Cl)cc3)c(=O)n2[nH]1	-0.6	0.9
99	COc1ccc(NC(=O)Cc2nnc(N)s2)cc1	1.1	-2.34
100	CCc1nnc(NC(=O)CC23CC4CC(CC(Br)(C4)C2)C3)s1	-0.1	-1.22
101	CCN(CC)S(=O)(=O)c1cccc(C(=O)NNC(=O)C2=NN(c3ccccc3)C(=O)CC2)c1	1.1	0.88
102	CC(=O)c1ccc2c(c1)C1C=CCC1C(c1cc3c(cc1Br)OCO3)N2 (stereo not given)	0.6	-1.1
103	CCN(CC)S(=O)(=O)c1ccc(-c2nnc(SCC(=O)N3c4ccccc4CC3C)n2CC)cc1 (stereo not given)	-0.2	1.3
104	CN(CC(=O)Nc1ccccc1Cl)C(=O)COC(=O)c1ccc(=O)n(Cc2ccccc2)n1	·	0.34
105	CC1CN(S(=O)(=O)c2cc(C(=O)NC(C)c3cccnc3)ccc2Cl)CC(C)O1 (stereo not given)	-1.0	·

(listing goes on)
entry	structure	STK33 kinase inh	Kir21 inh
106	Cc1ccccc1-c1cc(C(=O)Nc2sc(C)c(C)c2C(N)=O)c2ccccc2n1	-0.5	0.14
107	O=C(CN1CCCN(S(=O)(=O)c2ccc(Br)s2)CC1)Nc1ccc(Cl)cc1	-0.6	1.24
108	CC(C)n1c(Oc2ccc(F)cc2)nc2c1c(=O)n(C)c(=O)n2C	-1.2	0.45
109	COC(=O)c1ccc(/C=C/c2c(-c3ccc(OC)cc3)oc3ccccc23)cc1	-0.4	-0.02

Screening data from PubChem.
